# M17LAP inhibition: P. falciparum M17LAP inhibitors, primary screen, biochemical, fluorogenic H-Leu-NHMec substrate, 1536-well (AID 1619). one-dose inhibition, % at 30 µM; IC50 in µM for titrated hits. recombinant M17LAP, H-Leu-NHMec fluorogenic kinetic assay; higher % means a stronger effect. actives 0.38% (n = 220,000);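 active = compound inhibiting the enzyme by more than half at any dose during confirmatory dose-response retesting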;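 also: plate controls were full reaction with DMSO carrier for no effect and no enzyme background for full effect; strong numbers were not always called active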
# UTI89 phage lysis: protection from phage-mediated lysis, alamar blue read-out – E. coli UTI89, K1F phage, bacterial capsule biogenesis inhibitors (AID 488966). actives 0.02% (n = 340,000). inhibition, % at 100 µM; hits with a dose series show IC50 in µM. E. coli UTI89 K1F phage lysis, alamar blue, 2 h; higher % means a stronger effect;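 active = phage lysis inhibition, versus mean bacterial control, above a set limit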;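 also: capsule biogenesis inhibitors block K1F phage lysis so surviving cells raise fluorescence; higher fluorescence means more inhibition of phage lysis; actives were called in the ten point dose series up to 300 µM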
# T cell HTS: T cell immune modulation candidate; 2C CD8+ T cell-vesicle binding, flow cytometry; active compounds read low; actives 0.068% (n = 330,000); calls only at 7 µM;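 active = response, share of CD8 T cells binding vesicles, and their 90th percentile fluorescence all below set limits, cut at about 80% in these data, passing the limit was not always enough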
#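 Read-out – percent CD8+ FL2 mean versus row control · System – murine 2C transgenic CD8+ T lymphocytes · Times – 1.5 h cell–vesicle binding at 37 °C, then 20 min icy labelling · Control set – naked vesicles low, QL9 vesicles with vehicle high · Detection – cytometric PE anti-B7-1 and Alexa647 anti-CD8 signals after 1% paraformaldehyde fixation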
# human PMI inhibition: inhibitors of human PMI, primary screen, biochemical, fluorescence intensity, coupled assay (AID 1209). actives 0.42% (n = 190,000). purified PMI enzyme, coupled fluorescence intensity; higher % means a stronger effect. one-dose inhibition, % at 20 µM; IC50 in µM for titrated hits;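 also: plate controls were DMSO vehicle for no effect and wells lacking substrate for full effect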
# P. falciparum M1AAP: P. falciparum M1AAP inhibitors, biochemical, fluorogenic H-Leu-NHMec substrate, 1536-well (AID 1445); recombinant M1AAP, H-Leu-NHMec fluorogenic kinetic assay; higher % means a stronger effect; inhibition, % at 30 µM, or IC50 in µM where a hit was titrated; actives 0.42% (n = 220,000);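 active = primary inhibition above the hit cutoff, then over 50% inhibition at one or more dose response concentrations, cut at about 23% in these data, passing the limit was not always enough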;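 also: plate controls were DMSO full reaction for no effect and no enzyme background for full effect; strong numbers were not always called active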
# TNAP activators: stimulation of alkaline phosphatase TNAP activity – biochemical, luminescent, no phosphate acceptor, uHTS, primary screen (AID 1001); purified TNAP, luminescent activation assay, no phosphate acceptor; higher activation fold means a stronger effect; one-dose activation fold at 20 µM; EC50 in µM for titrated hits; actives 0.03% (n = 200,000); in the data active = activation fold from about 3, or a potency from the dose series; inactive = the rest, 99 in 100 with activation fold below about 1.6; also: many of its hits are not listed in these tables
# RSV antiviral HEp-2: inhibition of RSV-induced cytopathic effect – HEp-2 cells, primary 10 µM value included (AID 2391); HEp-2 cells, RSV-induced CPE inhibition; higher % means a stronger effect; CPE inhibition, % at 10 µM; hits with a dose series show IC50 in µM; actives 0.13% (n = 310,000); in the data active = a potency from the dose series; also: strong numbers were not always called active
# PMI inhibition: human PMI inhibitors, high substrate, primary screen, biochemical, fluorescence intensity, high mannose 6-phosphate (AID 1220). recombinant PMI enzyme, coupled fluorescence intensity; higher % means a stronger effect. inhibition, % at 20 µM, or IC50 in µM where a hit was titrated. actives 0.66% (n = 190,000)
# West Nile antiviral: West Nile virus antiviral activity, cell-based, CPE readout (AID 1621) | West Nile virus-infected cells, CPE inhibition; higher % means a stronger effect | one-dose CPE inhibition, % at 10 µM; IC50 in µM for titrated hits | actives 0.02% (n = 290,000); in the data active = a potency from the dose series; also: strong numbers were not always called active
# T cell HTS vesicle-bound %: second read-out of T cell HTS, no call of its own (marks repeat the call); double positive events, %; measured here: CD8+ vesicle-bound cell fraction;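 binding gate set so that unloaded-vesicle control wells show 10% double positive cells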
# Starred values were filed as active, the others as inactive; i = inactive; nt = no result given; [ ] = another dose, or the depositor's remark. Rule as the data show it, unless noted: active = inhibition above about 50%; inactive = the rest.
# Start of the data: the first seven compounds, ahead of the listing:
SMILES,M17LAP inhibition,UTI89 phage lysis,T cell HTS,T cell HTS vesicle-bound %,human PMI inhibition,P. falciparum M1AAP,TNAP activators,RSV antiviral HEp-2,PMI inhibition,West Nile antiviral
NS(=O)(=O)c1ccc(CCNC(=O)c2ccc(C(=O)c3ccccc3)cc2)cc1,nt,-0.1%,i,16,nt,nt,nt,1.4%,nt,-0.1%
Cc1ccc(/C=c2\sc3nc(-c4ccccc4Br)nn3c2=O)o1,95µM*,-0.9%,i,19,32%,9%,0.8,0.6%,6%,nt
COc1ccc(C(=O)Nc2nnc(S(=O)(=O)N3CCOCC3)s2)cc1,nt,0.0%,i,8,nt,nt,nt,1.2%,nt,-0.1%
CCc1ccc2c(c1)/C(=N/OC)C(=O)N2,4%,0.0%,i,54,5%,4%,1,0.8%,2%,0.6%
O=C(CC(=O)N/N=C/c1ccccc1)NCc1ccccc1,-1%,-0.4%,i,51,5%,0%,1.1,1.2%,32%,-0.5%
O=[N+]([O-])c1ccc(C(=S)N2CCC(Cc3ccccc3)CC2)cc1,4%,-1.2%,i,35,13%,8%,1.1,11%,4%,-1.4%
O=C(CSc1n[nH]c(=O)n1C1CC1)N1N=C(c2ccc(Cl)cc2)CC1c1ccco1 (stereo not drawn),nt,-0.1%,i,39,nt,nt,nt,9.5%,nt,-0.3%

# Results, previewed entries included:
SMILES,M17LAP inhibition,UTI89 phage lysis,T cell HTS,T cell HTS vesicle-bound %,human PMI inhibition,P. falciparum M1AAP,TNAP activators,RSV antiviral HEp-2,PMI inhibition,West Nile antiviral
NS(=O)(=O)c1ccc(CCNC(=O)c2ccc(C(=O)c3ccccc3)cc2)cc1,nt,-0.1%,i,16,nt,nt,nt,1.4%,nt,-0.1%
Cc1ccc(/C=c2\sc3nc(-c4ccccc4Br)nn3c2=O)o1,95µM*,-0.9%,i,19,32%,9%,0.8,0.6%,6%,nt
COc1ccc(C(=O)Nc2nnc(S(=O)(=O)N3CCOCC3)s2)cc1,nt,0.0%,i,8,nt,nt,nt,1.2%,nt,-0.1%
CCc1ccc2c(c1)/C(=N/OC)C(=O)N2,4%,0.0%,i,54,5%,4%,1,0.8%,2%,0.6%
O=C(CC(=O)N/N=C/c1ccccc1)NCc1ccccc1,-1%,-0.4%,i,51,5%,0%,1.1,1.2%,32%,-0.5%
O=[N+]([O-])c1ccc(C(=S)N2CCC(Cc3ccccc3)CC2)cc1,4%,-1.2%,i,35,13%,8%,1.1,11%,4%,-1.4%
O=C(CSc1n[nH]c(=O)n1C1CC1)N1N=C(c2ccc(Cl)cc2)CC1c1ccco1 (stereo not drawn),nt,-0.1%,i,39,nt,nt,nt,9.5%,nt,-0.3%
N#CC1=C2N=C(N)c3ccccc3N2C2=C(C(=O)CCC2)C1c1ccc(F)cc1 (stereo not drawn),-9%,2.9%[50 µM],i,46,nt,0%,nt,-1.6%,nt,0.4%
COc1ccc(CNC(=O)COC(=O)/C=C/c2cccs2)cc1,4%,9.3%,i,39,-1%,6%,1,0.5%,3%,-0.1%
O=C(NCCCN1CCN(CCCNC(=O)c2cccc([N+](=O)[O-])c2)CC1)c1cccc([N+](=O)[O-])c1,-1%,2.2%[50 µM],i,44,-6%,7%,1.2,0.5%,-4%,-0.4%
O=C(CN(Cc1ccc2c(c1)OCO2)C(=O)CNC(=O)c1ccco1)NC1CCCCC1,0%,0.9%,i,28,9%,4%,1.1,-0.2%,14%,-0.2%
CC(C)(C)SCCNC(=O)Nc1ccccc1,3%,7.2%,i,50,-7%,-1%,1.1,1.5%,-5%,1.3%
CC1(c2ccc(OC(F)F)cc2)NC(=O)N(/N=C/c2c(O)ccc3ccccc23)C1=O (stereo not drawn),18%,-4.1%,i,15,10%,7%,1.7,4.7%,24%,-0.3%
NC(=O)c1nn(-c2ccccc2)c(=O)cc1O,-5%,-0.3%,i,47,-15%,3%,1,0.4%,-9%,0.2%
CC(=O)Nc1cccc2c1OCCO2,5%,0.1%,i,9,7%,3%,1.1,0.4%,17%,0.1%
CC(C)(/C=N/O)/[N+]([O-])=C/c1ccccc1C(F)(F)F,14%,-0.5%,i,48,-5%,-4%,1.1,3.5%,-9%,nt
CCCCn1c(CCNC(=O)c2ccco2)nc2ccccc21,nt,1.8%[50 µM],i,24,nt,nt,nt,2.3%,nt,-0.5%
O=C(CN1CCN(S(=O)(=O)c2ccc(Br)cc2)CC1)Nc1ccccc1F,-9%,-1.6%[50 µM],i,30,5%,0%,1.1,1.6%,2%,0.6%
O=[N+]([O-])c1cc2c(cc1C=Nc1ccccc1)OCO2,0%,-0.1%,i,25,55%*,7%,1.1,1.3%,nt,0.7%
Cc1ccc(NC(=O)NCCCN2CCCC2=O)cc1,11%,-0.4%,i,15,-3%,2%,1.2,0.5%,-4%,-0.2%
CC(=O)Nc1ccc(S(=O)(=O)N2CCSCC2)cc1,-7%,2.4%,i,15,-4%,3%,1.2,-0.1%,-6%,-0.1%
Cc1ccc(/C=C/C(=O)NCCCn2ccnc2)cc1,-5%,-0.7%,i,33,nt,-3%,0.9,-1.0%,nt,-0.4%
Cc1ccccc1N=C(NOCc1ccccc1)c1nonc1N,-8%,0.4%,i,24,15%,2%,1.1,0.5%,11%,-0.1%
COC(C/C=C\[C@H](O)[C@H](C)OCc1ccccc1)OC,nt,1.4%,i,16,nt,nt,nt,0.1%,nt,0.6%
O=C(CCCN1C(=O)CSc2ncccc21)N1CCN(c2cccc(C(F)(F)F)c2)CC1,7%,-0.2%,i,53,11%,15%,1.1,5.8%,6%,-0.4%
# Next section:
SMILES,M17LAP inhibition,UTI89 phage lysis,T cell HTS,T cell HTS vesicle-bound %,human PMI inhibition,P. falciparum M1AAP,TNAP activators,RSV antiviral HEp-2,PMI inhibition,West Nile antiviral
O=[N+]([O-])c1cccc(-c2n[nH]c(=S)n2-c2ccc(Br)cc2)c1,-2%,0.1%,i,34,3%,5%,1.3,2.0%,10%,1.3%
COC(=O)c1cc(C(=O)N2CCc3ccccc32)cc([N+](=O)[O-])c1,nt,0.2%,i,26,nt,nt,nt,-2.4%,nt,-1.5%
CCOC(=O)N1CCC(NC(=O)CCS(=O)(=O)c2ccc3c(c2)CCN3C(=O)CC)CC1,5%,2.6%,i,52,10%,-5%,1.1,1.4%,12%,0.0%
CSCCC(NC(=O)/C(=C/c1ccco1)NC(=O)c1ccc(Br)o1)C(=O)O (stereo not drawn),nt,-0.2%,i,48,nt,nt,nt,1.4%,nt,0.3%
O=C(c1cccs1)N1N=C(c2ccc(O)cc2)CC1c1ccccc1 (stereo not drawn),7%,5.2%,i,48,-4%,7%,1,5.8%,-2%,-0.1%
Cc1ccc(O)c(C(=O)c2cc(C#N)c(=O)n(-c3nccs3)c2)c1,12%,4.1%,i,25,-6%,32%,0.9,-2.2%,7%,1.4%
COc1ccc(CN(C)C(=O)c2cccc(NS(=O)(=O)c3ccccc3)c2)cc1F,nt,0.1%,i,21,nt,nt,nt,11%,nt,-0.4%
CN(Cc1ncc[nH]1)Cc1cn(-c2ccccc2)nc1-c1ccc2c(c1)OCO2,8%,0.0%,i,41,nt,1%,nt,-1.3%,nt,-0.8%
CCCOc1ccc(C(=O)NCc2cccnc2)cc1,8%,2.4%,i,43,4%,3%,1.1,0.4%,-4%,0.2%
CC1Cc2nc(SCC(=O)OCc3ccccc3)n(C)c(=O)c2S1 (stereo not drawn),11%,1.4%,i,6,14%,-2%,1.1,3.4%,17%,-0.3%
CCCCn1c(CCn2nc(C)c(Br)c2C)n[nH]c1=S,0%,-0.2%,i,38,6%,-1%,0.9,0.6%,1%,-1.0%
O=[N+]([O-])c1ccc(-c2nc(NCc3cccnc3)c3ccccc3n2)cc1,nt,1.3%[50 µM],i,5,nt,nt,nt,2.6%,nt,0.2%
Cc1cc(C(=O)N2CCN(CCc3ccccc3)CC2)no1,-13%,2.8%,i,47,6%,-11%,1.2,0.8%,7%,-0.8%
CCOC(=O)N1CCN(C(=O)c2ccc3c(=O)n(-c4ccc(OC)cc4)c(=S)[nH]c3c2)CC1,-12%,-0.4%,i,45,2%,1%,1,1.6%,0%,-0.4%
COc1ccc(/C=N/n2cnn(Cc3ccccc3Cl)c2=S)cc1,9%,0.2%,i,46,24%,11%,1.1,-0.7%,15%,0.6%
COc1cccc(OCc2nnc(SCC(=O)NCc3ccco3)n2CCc2ccccc2)c1,20%,-0.7%,i,59,2%,10%,1.1,1.3%,8%,-0.2%
O=C(NCc1ccccc1)Nc1cccn(Cc2ccc(F)cc2)c1=O,-4%,2.2%[50 µM],i,0,13%,3%,1.1,0.1%,10%,-1.1%
COc1ccc(C(CC(=O)NCc2ccccc2)Sc2n[nH]c(-c3ccccc3)n2)cc1 (stereo not drawn),10%,0.4%,i,60,8%,4%,1,1.2%,-5%,0.7%
COc1ccc(CCNC(=O)C2CCCN(S(C)(=O)=O)C2)cc1OC (stereo not drawn),0%,0.3%,i,29,-3%,-4%,1.1,0.2%,-3%,-0.5%
CCc1ccc(NC(=O)C2CCN(S(=O)(=O)c3c(C)noc3/C=C/N(C)C)CC2)cc1,nt,0.1%,i,2,nt,nt,nt,6.3%,nt,0.8%
COc1ccc(S(=O)(=O)N2CCC(C(=O)N3CCCCC3)CC2)cc1,nt,0.1%,i,34,nt,nt,nt,2.4%,nt,-0.8%
CCOc1c(OC)cc(C2C(C#N)=C(N)Oc3n[nH]c(-c4ccncc4)c32)cc1OC (stereo not drawn),12%,0.0%,i,61,10%,12%,1,1.6%,3%,1.5%
O=C(COC(=O)/C=C/c1ccccc1)Nc1ccccc1Br,3%,3.5%[50 µM],i,50,14%,4%,1.1,1.4%,8%,-0.4%
COC(=O)c1ccc(Sc2ccc(Cl)cc2)c(N)c1,0%,5.7%,i,7,9%,12%,1.1,0.9%,7%,0.5%
CC(=O)N1CCN(CC(=O)Nc2sccc2C#N)CC1,-1%,0.1%,i,47,-10%,0%,1.1,1.4%,2%,0.6%
CCOc1ccc(NC(=O)CSc2nc3[nH]ncc3c(=O)n2-c2ccccc2OC)cc1,14%,-0.2%,i,8,10%,1%,1,0.9%,12%,0.1%
CCC12CN3CC(CC)(CN(C1)C31C(=O)N(C)c3ccc(C)cc31)C2=O (stereo not drawn),4%,0.2%,i,45,16%,0%,1,0.9%,12%,0.1%
COc1ccc(S(=O)(=O)N(C)c2ccc(C(=O)Nc3cccnc3)cc2)cc1OC,nt,0.1%,i,64,nt,nt,nt,1.4%,nt,-0.4%
O=C(CC(=O)c1ccccc1O)c1ccc(F)cc1,5%,-2.5%,i,5,-5%,4%,1,11%,-10%,-0.8%

# Screening results: PubChem BioAssay, several laboratories

# An unsorted share of the library; about 1.5% have a hit in one of these screens.
